# Compound activity as filed in PubChem.
# TCR act = T cell receptor activation. AID 504894. Potency, µM (top dose mostly 9.22 µM), inactives show at the highest dose activation of IL-2 secretion, most hits filed as activators. 330,000 tested, under 10 active. primary human leukocytes, anti-CD3, IL-2 HTRF, 48 h; note: % of control where 0% means no effect
#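 Using a-CD3 beads without co-stimulation, primary human leukocytes were exposed to compounds for 48 hr. An HTRF IL-2 kit measured the cytokine, with europium-to-d2 energy transfer producing emission at 665nm upon 320nm excitation.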
# TSG101-PTAP inh = blocks PTAP/TSG101 interaction to inhibit HIV-1 budding | AID 493005 | Q99816 | Potency, µM (titrated, usually from 115 µM), for the others: at the highest dose activity change, negative = inhibition, usual class: inhibitors | 340,000 tested, under 10 active | Fluorescence polarization, FITC-PTAP peptide / Tsg101 binding; active = well fitted inhibition curve with a large enough effect in the main read-out, with a control signal flat, not every such curve was filed as active; inconclusive = small, poorly fitted or top-dose-only effect, or effect the other way, or a change in a side signal; inactive = no such curve, though single readings can be large or run the other way; note: potency is the fitted concentration of half-maximal effect; % of control where 0% means no effect
#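 Fluorescence anisotropy tracks displacement of a FITC-tagged PTAP peptide (50 nM) from the Tsg101 binding domain (10 uM), following a 20 min room-temperature incubation at pH 7.5.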
# MBNL1 CUG block = blocks human MBNL1 binding to CUG repeat RNA; Q9NR56; TR-FRET MBNL1-His/biotin-(CUG)12 binding, 665/545 ratio; Potency, µM (series often up to 57.5 µM), for the others: top-dose activity change, negative = inhibition, hits mostly inhibitors; actives 0.036% (n = 280,000); active = well fitted inhibition curve with a large enough effect in the signal ratio, with a control signal flat, not every such curve was filed as active; inconclusive = small, poorly fitted or top-dose-only effect, or effect the other way, or a change in a side signal; inactive = no such curve, though single readings can be large or run the other way; the % refers to the signal ratio; note: potency is the fitted concentration of half-maximal effect; % is set by controls: 0 for no effect and ±100 for the full control effect
# Target sequence (Q9NR56 whole entry, looked up): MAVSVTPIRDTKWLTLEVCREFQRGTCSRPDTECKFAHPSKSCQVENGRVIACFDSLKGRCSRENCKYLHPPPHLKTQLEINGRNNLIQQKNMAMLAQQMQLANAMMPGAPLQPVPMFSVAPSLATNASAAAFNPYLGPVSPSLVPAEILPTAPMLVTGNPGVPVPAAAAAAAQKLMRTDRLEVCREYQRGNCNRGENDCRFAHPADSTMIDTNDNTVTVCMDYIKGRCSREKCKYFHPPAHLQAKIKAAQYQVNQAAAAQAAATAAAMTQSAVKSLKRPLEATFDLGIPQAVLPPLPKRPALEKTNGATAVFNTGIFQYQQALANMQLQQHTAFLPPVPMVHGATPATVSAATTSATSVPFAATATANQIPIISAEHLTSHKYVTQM
#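 Compounds (final 92 nM to 58 uM) are added to His-tagged MBNL1 and biotin-(CUG)12, then terbium anti-His antibody and streptavidin-XL665 (5 nM final). After 60 min at room temperature, the 665/545 nm ratio is read.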
# TSHR antagonist = antagonists of human thyroid stimulating hormone receptor. P16473. TSHR-expressing cells, TSH-stimulated cAMP HTRF, 2 h; active compounds read low. activity change, negative = inhibition, % at 11.5 µM. actives 0.2% (n = 330,000);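 active = activity change below a set negative limit, meaning inhibition stronger than a set level, cut at about -70% in these data; inconclusive = activity change between two set negative limits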; note: % is set by controls: 0 for no effect and ±100 for the full control effect
#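 Inhibition of cAMP made by TSHR-expressing cells under TSH stimulation (4nM final, EC80; 2 h, 37 deg C) is quantified with a one-step lysis HTRF kit, anti-cAMP cryptate versus cAMP-d2.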
# S-ASM inh = inhibitors of human secretory acid sphingomyelinase | Potency, µM (titrated, usually from 57.5 µM), for the others: at the highest dose activity change, negative = inhibition, most hits filed as inhibitors | AID 504937 | actives 0.006% (n = 340,000) | placental ASM, HMU-PC fluorogenic substrate, 60 min; note: potency is the fitted concentration of half-maximal effect
# Target sequence (P17405 47-631 limits assumed): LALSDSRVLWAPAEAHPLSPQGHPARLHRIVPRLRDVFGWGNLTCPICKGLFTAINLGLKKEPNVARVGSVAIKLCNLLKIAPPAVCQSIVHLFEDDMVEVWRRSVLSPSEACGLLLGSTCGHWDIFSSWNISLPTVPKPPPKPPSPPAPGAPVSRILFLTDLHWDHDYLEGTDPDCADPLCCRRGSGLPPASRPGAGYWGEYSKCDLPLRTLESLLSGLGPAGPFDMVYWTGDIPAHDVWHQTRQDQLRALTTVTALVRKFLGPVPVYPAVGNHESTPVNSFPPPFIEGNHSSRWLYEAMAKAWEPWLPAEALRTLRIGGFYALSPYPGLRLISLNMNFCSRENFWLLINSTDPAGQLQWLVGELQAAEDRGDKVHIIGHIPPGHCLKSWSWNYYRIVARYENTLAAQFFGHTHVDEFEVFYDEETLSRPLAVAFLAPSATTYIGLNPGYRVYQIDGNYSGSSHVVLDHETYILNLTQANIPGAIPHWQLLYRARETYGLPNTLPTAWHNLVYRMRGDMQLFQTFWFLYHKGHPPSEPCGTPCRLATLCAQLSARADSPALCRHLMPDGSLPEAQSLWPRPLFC
#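 HMU-PC0 cleavage (9 uM final) by human placental ASM, 60 min at 37 °C following 10 min compound exposure at RT; stopped at pH 10, fluorescence Ex 386/Em 447 nm.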
# Integrin act MD = activators of alpha7 integrin expression for muscular dystrophy. alpha7betagal myoblasts, beta-gal FDG fluorescence, 48 h. Potency, µM (series often up to 38.3 µM), for inactives: at the top dose activation, hits mostly activators. actives 0.064% (n = 350,000);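 note: potency is the fitted concentration of half-maximal effect; 100% = response of the positive control SU9516; nearly all actives have a fitted effect of over 60% in size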
#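 alpha7betagal+/- myoblasts (passage 13, 250/well) treated 48 h at 37C with compounds at 1:260 dilution of DMSO stock. Lysed, then beta-galactosidase activity read as FDG fluorescence (ex 480/em 540) after 30 min, with pre-read for autofluorescence.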
# Menin-MLL TR inh = menin-MLL binding inhibition, Texas Red mutant peptide | O00255 | Menin + Texas Red MLL mutant peptide, fluorescence polarization | Potency, µM (titrated, usually from 61.6 µM), inactives show at the highest dose FP activity change, negative = inhibition, hits mostly inhibitors | actives 0.23% (n = 270,000) | AID 1768; active = well fitted inhibition curve with a large enough effect in the polarisation, with a control signal flat, not every such curve was filed as active; inconclusive = small, poorly fitted or top-dose-only effect, or effect the other way, or a change in a side signal; inactive = no such curve, though single readings can be large or run the other way; the % refers to the polarisation; note: potency is the fitted concentration of half-maximal effect; % of control where 0% means no effect; many of its hits are not listed in these tables
# Mito fusion yeast = blocks mitochondrial division or promotes mitochondrial fusion | actives 0.23% (n = 320,000) | S. cerevisiae fusion-defective mutant growth rescue, CellTiterGlo 48 h | Potency, µM (titrated, usually from 46.1 µM), for inactives: top-dose growth rescue (activation), actives largely listed as activators;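 note: potency is the fitted concentration of half-maximal effect; % of control where 0% means no effect; nearly all actives have a fitted effect of over 45% in size; temperature-sensitive fusion mutants such as fzo1-1 at 37 °C on non-fermentable ethanol glycerol medium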
#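 Compounds are tested for their ability to restore growth of mitochondrial fusion-defective yeast strains at non-permissive 37C in YPEG medium over 48 hours. Viability is quantified by luciferase luminescence.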
# A-T KAP1 phos = potential ataxia-telangiectasia treatments restoring KAP-1 phosphorylation | […] A-T fibroblasts, KAP-1 phosphorylation AlphaLISA; neocarzinostatin DNA damage 30 min before lysis | Potency, µM (doses to about 57.5 µM), for the others: at the highest dose activation, usual class: activators | actives 0.19% (n = 320,000); note: potency is the fitted concentration of half-maximal effect; % of control where 0% means no effect; nearly all actives have a fitted effect of over 45% in size
#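 hTERT-immortalized A-T patient fibroblasts ([…]), 500 cells/well in OPTI-MEM, 1% FBS, got compounds for 60 min, then NCS for 30 min at 37C. Lysates were then assayed for phospho-KAP-1 by AlphaLISA (anti-pKAP1 donor, anti-KAP1 acceptor beads), 6 hr at 25C.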
# CXXC DNA block = inhibitors of human MLL CXXC domain-DNA interaction; Potency, µM (series often up to 115 µM), for the others: top-dose activity change, negative = inhibition, most hits filed as inhibitors; MLL-CXXC / FITC-HOXA9 DNA fluorescence polarization; actives 0.037% (n = 290,000); active = well fitted inhibition curve with a large enough effect in the polarisation, with a control signal flat, not every such curve was filed as active; inconclusive = small, poorly fitted or top-dose-only effect, or effect the other way, or a change in a side signal; inactive = no such curve, though single readings can be large or run the other way; the % refers to the polarisation; note: potency is the fitted concentration of half-maximal effect
#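 Steps: dispense CXXC domain solution (7 uM) → pin compounds or unlabeled HOX-A9 DNA control → 5 min ambient → add FLSN-HOX-A9 solution (50 nM) → spin → 30 min ambient → fluorescence polarization. Tris pH 7.5/NaCl/DTT/BSA buffer.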
# An asterisk follows results filed as active; ? = inconclusive; · = no result given; [ ] = dose if it differs, or a comment. Unless noted, calls come from the whole dose curve; as a rule, active = well fitted curve in the direction sought with a large enough effect; inconclusive = small, poorly fitted or top-dose-only effect, or another doubt; inactive = no such curve, though single readings can be large; an effect the other way counts as inactive or inconclusive.
SMILES,TCR act,TSG101-PTAP inh,MBNL1 CUG block,TSHR antagonist,S-ASM inh,Integrin act MD,Menin-MLL TR inh,Mito fusion yeast,A-T KAP1 phos,CXXC DNA block
O=C(Nc1cccc(Cl)c1)OCCOCCOC(=O)Nc1cccc(Cl)c1,-1.8%,0.4%,·,·,-14.1%,-13.9%,·,·,·,·
O=C(CCN1C(=O)c2ccc([N+](=O)[O-])cc2C1=O)Nc1nccs1,0.0%,3.7%,?,-8.8,-1.7%,4.9%,?,5.2%,8.5%,0.8%
O=C(COc1ccc(Cl)cc1)Nc1ccc(NC(=O)c2ccco2)cc1,2.7%,0.0%,1.3%,-5.6,-3.2%,10.3%,?,6.2%,3.4%,-2.8%
C=C(Cl)COC(=O)[C@H]1C2C=CC(C2)C1C(=O)O (some centres not stated),4.8%,-6.2%,-8.6%,-0.9,0.1%,-25.0%,0.4%,-3.7%,2.2%,-3.1%
COc1ccccc1NC(=O)Nc1ccnn1C1CCN(C(=O)c2ccccn2)CC1,-3.1%,-1.8%,1.6%,3.3,1.1%,13.1%,·,1.1%,-1.2%,1.2%
NC(=O)c1ccc(C(F)(F)F)n(Cc2cccc(Cl)c2)c1=O,1.8%,-5.6%,1.1%,43.3,-5.5%,1.4%,20.7%,23.8%,9.1%,-3.0%
CC(=O)c1c(C)[nH]c(C(=O)Nc2cc(F)ccc2C)c1C,1.6%,1.1%,86.6%[activator],0.4,17.8%,8.0%,-3.8%,7.3%,-2.6%,-1.7%
O=C(c1ccc(Cl)c(S(=O)(=O)N2CCCC2)c1)N1CCN(c2ccccc2F)CC1,-4.2%,-0.5%,-2.1%,-8.2,1.7%,-6.4%,-19.1%,4.8%,8.0%,11.8%
O=C(NCC1CCCO1)c1cc(C(=O)c2ccc(Cl)cc2Cl)c[nH]1 (configuration not stated),-3.6%,3.4%,9.4%,-13.7,-3.3%,-1.7%,9.3%,-0.1%,2.1%,-1.9%
COc1ccc(Cl)cc1NC(=O)CN1CCCC1,-4.9%,0.8%,-4.1%,0.6,-1.2%,-23.7%,0.7%,-8.0%,8.5%,-7.8%
Cc1ccc(OS(=O)(=O)c2ccc(N3C(=O)CCC3=O)cc2)cc1,1.8%,0.0%,-5.7%,-3.6,-1.1%,-4.0%,0.9%,0.8%,0.1%,2.8%
CN=C(C[N+](=O)[O-])NCCSCc1ccc(CN(C)C)o1,-4.9%,-1.9%,·,9.6,5.0%,·,·,·,1.2%,·
O=C(c1cccc2nc3ccccc3nc12)N1CCOCC1,7.9%,2.0%,?,-1.0,-1.9%,-8.8%,·,1.0%,0.0%,7.8%
COC(=O)CC(NC(=O)c1cccs1)c1ccc(OC)c(OC)c1 (configuration not stated),-1.7%,-8.5%,-4.0%,2.4,0.9%,0.6%,-1.2%,1.0%,4.4%,20.0%
CCn1cc(C(=O)Nc2ncccc2O)c(=O)c2cc(F)c(N3CCN(C(=O)c4ccco4)CC3)cc21,11.1%,-0.3%,4.3%,-18.2,-0.3%,?,·,3.7%,9.4%,6.8%
O=C(COC(=O)[C@@H]1CCCN1C(=O)c1cccs1)Nc1cccc([N+](=O)[O-])c1,-3.0%,-1.8%,·,-4.3,-2.4%,-11.1%,·,·,13.8%,·
N#Cc1ccc(C23CC4(C2)[C@H](CN(Cc2cccnc2)[C@@H]4c2ccccc2)C3c2ccccc2)cc1 (some centres not stated),-1.3%,1.7%,7.2%,10.8,-5.3%,7.1%,8.1%,-12.7%,48.4%,13.5%
N#C/C(=C\c1ccc(N2CCOCC2)o1)c1ccccc1,-15.7%,15.0%,16.4%,-81.9*,-19.7%,-53.1%[inhibitor],?,-5.9%,?,45.3%[activator]
O=C(COC(=O)c1nn(-c2ccccc2C(F)(F)F)cc1O)c1ccc(OC(F)F)cc1,2.8%,-2.2%,·,9.6,-3.8%,2.3%,·,-1.4%,0.2%,·
Cc1ccc(/C(N)=N/OC(=O)c2ccco2)cc1,2.5%[46.1 µM],-3.6%,1.6%,-0.3,-2.3%,-12.5%,14.2%,13.3%,0.6%,2.5%
CCOC(=O)c1c(C)nc2sc3c(c2c1-c1ccc(OC)cc1)NC(c1ccc(OC)cc1)NC3=O (configuration not stated),-0.3%,-5.6%,-0.7%,-6.6,54.8%,-8.0%,4.3%,-1.5%,4.8%,3.1%
Cc1ccccc1N=Cc1cc2c(cc1O)OC(N)=C(C#N)C2c1ccccc1 (configuration not stated),-7.4%[46.1 µM],?,1.7%,-4.2,58.3%[activator],17.4%,28.2%,0.4%,5.1%,17.3%
CCCc1cc(C(=O)NC2CCCCC2)no1,-3.9%,-9.4%,?,6.7,5.7%,-15.8%,-12.5%,5.0%,·,10.4%
CCc1c(O)nc(SCc2ccccc2)n(C(C)CC)c1=O (configuration not stated),-5.3%,-3.9%,1.1%,-11.1,-8.0%,18.5%,-9.3%,24.3%,1.6%,0.8%
Cc1ccc(NC(=O)CNc2cccc(S(=O)(=O)N3CCCC3)c2)cc1F,0.9%,-1.7%,·,-26.1,-1.7%,-21.7%,·,-5.9%,-8.4%,·
Nc1nc(COc2ccc3ccccc3c2)cs1,-1.7%,-4.7%,6.0%,·,7.4%,33.9%,-0.8%,-4.2%,·,-6.8%
Cc1cc(C)c(C#N)c(SCc2nnc(-c3ccccc3)o2)n1,4.5%,-0.6%,·,-7.3,24.2%,-18.3%,0.6%,0.2%,8.1%,12.0%
Cc1cc(NC(=O)CSc2cc(C)c3ccccc3n2)no1,-12.3%[46.1 µM],-0.4%,·,-12.3,1.9%,11.5%,·,·,11.8%,·
O=C(CN1C(=O)CSc2ccccc21)N/N=C/c1ccco1,-1.7%,-2.5%,20.6%,-6.1,-2.1%,-8.9%,·,-0.9%,-3.4%,0.7%
CC(=O)c1cc2c(cc1NS(=O)(=O)c1cccc(C(=O)O)c1)OCO2,-1.5%,-2.3%,4.8%,2.1,0.7%,?,1.6%,4.9%,12.2%,-5.2%
O=S(=O)(NNc1ccc(Cl)nn1)c1ccc(F)cc1,5.7%[46.1 µM],-0.2%,6.0%,13.8,-0.7%,-29.4%,-11.5%,-5.7%,-1.6%,13.1%
Cc1cccc(OCc2nc(-c3cccnc3)no2)c1,-3.1%[46.1 µM],-2.4%,0.6%,-18.5,3.5%,4.4%,-6.4%,-1.0%,7.9%,8.4%
CCOC(=O)c1c(C)n(C)c2ccc(OC)c(NC(=O)CN3CCSCC3)c12,-1.7%,-6.1%,4.1%,-2.4,-2.2%,5.7%,-4.8%,-2.4%,7.8%,-2.4%
O=C(O)c1ccc(CNCc2ccc(Cl)cc2)cc1,2.3%[46.1 µM],-1.1%,-5.9%,-6.5,1.4%,7.3%,-6.6%,-1.7%,3.6%,1.5%
Cc1cc(Cl)ccc1OCC(=O)N/N=C/c1ccc(OC2OC(CO)C(O)C(O)C2O)cc1 (configuration not stated),-1.7%,-2.3%,5.3%,23.4,3.8%,7.3%,·,-1.3%,20.7%,6.0%
COc1ccc(Cl)cc1Nc1nnc(-c2ccncc2)s1,2.3%,-4.9%,4.5%,-2.9,20.8%,?,-30.0%,7.3%,13.6%,9.1%
CC(=O)Nc1ccc(OCC(O)CN2CCN(c3cc(Cl)ccc3C)CC2)cc1 (configuration not stated),2.3%,-1.7%,-6.9%,24.4,-0.6%,4.3%,10.2%,1.4%,-0.2%,-1.9%
COC(=O)c1sc2ccccc2c1N,3.3%,-2.0%,?,29.0,·,7.3%,?,-1.6%,?,1.3%
C/C=C/C(=O)Nc1cccc(C2=NOC3(C2)C[C@@H](C(N)=O)N(C(=O)C(c2ccccc2)c2ccccc2)C3)c1 (some centres not stated),2.0%,-3.4%,0.0%,-5.4,-4.0%,-4.2%,·,2.6%,58.1%,18.5%
CCOc1ccc(C(=O)OC(C)CN2CCN(C)CC2)cc1 (configuration not stated),-6.5%,-2.8%,-6.5%,6.4,4.7%,2.9%,4.7%,-10.1%,-7.0%,-6.2%
N#Cc1nc(-c2ccco2)oc1N1CCC(Cc2ccccc2)CC1,-6.9%,-3.0%,-7.7%,-25.7,-5.0%,-13.2%[7.66 µM],0.3%,4.1%,3.6%,-0.8%

# Some of the compounds tested. The share of hits here may be higher or lower than overall.
